CHT PAM = allosterically activates the human high affinity choline transporter; Q9GZV3; CHT-expressing cells, membrane potential dye, choline EC20; stronger effect = higher value; LV-AA mutant CHT in HEK293 cells; B-score at 10 µM; 310,000 tested, 0.49% active; AID 488977;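 active = initial fluorescence not abnormally high and integrated response B-score, plate-corrected, over 3 SD above library mean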
Target sequence (Q9GZV3 whole entry, looked up): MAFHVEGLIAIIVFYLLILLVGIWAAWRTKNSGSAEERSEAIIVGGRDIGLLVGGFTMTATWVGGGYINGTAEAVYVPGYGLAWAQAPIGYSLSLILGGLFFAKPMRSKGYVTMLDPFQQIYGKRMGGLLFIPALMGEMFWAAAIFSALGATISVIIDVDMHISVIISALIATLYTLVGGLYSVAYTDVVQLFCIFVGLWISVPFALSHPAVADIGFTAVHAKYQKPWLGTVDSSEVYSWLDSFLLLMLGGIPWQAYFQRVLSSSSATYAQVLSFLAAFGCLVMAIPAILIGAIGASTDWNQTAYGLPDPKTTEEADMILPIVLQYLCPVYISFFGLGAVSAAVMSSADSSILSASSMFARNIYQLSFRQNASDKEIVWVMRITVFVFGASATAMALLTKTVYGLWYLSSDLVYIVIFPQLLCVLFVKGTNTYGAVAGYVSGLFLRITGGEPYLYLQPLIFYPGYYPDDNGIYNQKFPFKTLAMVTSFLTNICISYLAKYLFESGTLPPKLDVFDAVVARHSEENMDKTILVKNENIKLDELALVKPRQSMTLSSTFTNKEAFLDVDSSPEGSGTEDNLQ
OX1R antagonist = blocks the human orexin 1 receptor. O43613. CHO/OX1R cells, Fluo-8 calcium fluorescence, orexin A. inhibition, % at 5 µM. 330,000 tested, 0.43% active;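 active = inhibition above its plate's threshold, mean inhibition of all tested compounds on the plate plus 3 SD, cut at about 37% in these data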;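 also: 0% = orexin A challenge wells and 100% = SB-334867-A antagonist wells; not every result past the cut was called active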
Target sequence (O43613 whole entry, looked up): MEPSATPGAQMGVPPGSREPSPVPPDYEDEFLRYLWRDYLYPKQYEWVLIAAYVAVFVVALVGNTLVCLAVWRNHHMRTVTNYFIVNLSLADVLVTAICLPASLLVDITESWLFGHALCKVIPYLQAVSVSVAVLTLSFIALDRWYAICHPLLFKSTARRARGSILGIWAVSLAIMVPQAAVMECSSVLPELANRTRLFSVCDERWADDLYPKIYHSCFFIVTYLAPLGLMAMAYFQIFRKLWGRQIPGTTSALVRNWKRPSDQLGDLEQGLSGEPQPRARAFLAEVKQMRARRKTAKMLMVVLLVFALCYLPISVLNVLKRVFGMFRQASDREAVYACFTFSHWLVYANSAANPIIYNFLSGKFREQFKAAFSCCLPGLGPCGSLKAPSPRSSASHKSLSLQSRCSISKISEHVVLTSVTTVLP
Numbers without * were called inactive; i = inactive; . = no result given; & = joins results of further samples.

Value order – CHT PAM | OX1R antagonist
> COc1cc2ccccc2cc1C(=O)Nc1nccs1
  i | -9.2
> Cc1nn(Cc2ccc(Cl)cc2)c(C)c1NC(=O)c1cc(-c2ccco2)on1
  i | 1.4
> Cc1ccc(C(=O)N2CCN(c3ccccn3)CC2)cc1
  i | -15.6
> CCN(CC)c1ccc2cc(C(N)=O)/c(=N\NC(=O)c3ccncc3)oc2c1
  i | 4.8
> CCCNC(=O)C(Cc1cccc(Br)c1)NC(=O)c1ccc(C#N)cc1 (centres undefined)
  . | -10.0
> CC(C)Cc1cc(C(=O)NCc2ccco2)no1
  i | -3.7
> CC(C)(C)c1ccc(-n2ncc3c2CCCC3NC(=O)CCn2cncn2)cc1 (centres undefined)
  i | -6.8
> Cn1ncc(N=Cc2c(O)ccc3ccccc23)c1C(=O)Nc1cccc(Cl)c1
  i | -10.8
> CC(=O)N1CCN(c2ccc(S(=O)(=O)N3CCCCC3)cc2[N+](=O)[O-])CC1
  . | -19.5
> CCC(=O)Nc1cccc2ccccc12
  i | -15.2
> COc1ccc(CCNc2cc(C)nc3c(-c4ccccc4)cnn23)cc1OC
  i | -28.4
> COc1nccc(Nc2ccccc2)c1C#N
  i | -5.7
> COc1cccc(C(=O)NCC(=O)n2nc(C)cc2C)c1
  i | -4.8
> O=C(NC(N1CCCC1)C(Cl)(Cl)Cl)c1ccccc1 (centres undefined)
  i | -15.3
> COC(=O)c1ccccc1NC(=O)c1cc[n+]([O-])cc1
  i | -4.4
> CN1CCC(OC(=O)c2cccc(Cl)c2)CC1
  i | -8.6
> FC(F)(F)c1n[nH]c(=S)n1/N=C/c1ccco1
  i | 9.0
> CCN(c1ccccc1)S(=O)(=O)c1ccc2c(c1)N(C(C)=O)CCS2
  i | -8.1
> Cc1ccc(C(=O)CC(C(=O)O)P(=O)(c2ccccc2)c2ccccc2)cc1 (centres undefined)
  i | 4.2
> C#CCNC(=O)C1=C[C@H](c2ccc(Br)cc2)[C@@H](CCCO)[C@H](OCC)O1
  i | -36.4

Continuation:
Value order – CHT PAM | OX1R antagonist
> Cc1nnc(SCC2CCCO2)n1-c1ccccc1 (centres undefined)
  i | -13.9
> NC(=O)COC(=O)/C=C/c1ccccc1[N+](=O)[O-]
  i | -1.1
> Cc1cnc(C)c(N2CCN(Cc3cn(C)nc3-c3cccc(Cl)c3)CC2)n1
  i | -23.6
> COC(=O)c1nc2ccccc2s1
  i | -3.0
> Cc1ccccc1NC(=O)c1nc(S(C)(=O)=O)ncc1Cl
  i | 17.4
> O=C(CN1CCCC1)Nc1ccc(NC(=O)Nc2ccccc2Cl)cc1
  i | -21.4
> COC(=O)[C@]1(Cc2ccccc2)N[C@H](c2ccc(-c3ccc4c(c3)OCO4)cc2)[C@@H]2C(=O)N(C)C(=O)[C@@H]21
  i | -10.8
> CCC1(CC)Cc2ccccc2C(=O)N1
  i | 0.9
> COc1ccc2nc(C)cc(SCC(=O)Nc3c(C)cccc3C)c2c1
  i | -7.5
> O=C(c1ccc2c(=O)n(CC3CCCO3)c(=S)[nH]c2c1)N1CCN(c2ccccc2)CC1 (centres undefined)
  i | -23.2
> O=c1c2cccc(Cl)c2nc2n1Cc1ccccc1-2
  i | -15.2
> COc1cc(/C=C2\N=C(C)OC2=O)cc(OC)c1OC
  i | -18.6
> Cc1ccccc1C(=O)Nc1cccc(C(=O)Nc2ccccc2C(=O)O)c1
  i | -6.9
> CSc1cccc(NC(=O)c2cc(S(=O)(=O)N3CCCC3)cn2C)c1
  i | -25.5
> COc1ccc(S(=O)(=O)N2CCN(C(=O)CNC(=O)c3ccc4c(c3)OCO4)CC2)cc1
  i | -24.4
> CCCc1nc2c(C)cc(-c3nc4ccccc4n3C)cc2n1Cc1ccc(-c2ccccc2C(=O)O)cc1
  i | -15.8
> COc1cccc(NC(=O)CSc2nc(C)cs2)c1
  i | -9.8
> CC(=O)c1ccc(S(=O)(=O)N2CCN(C(=O)CSC(=S)N3CCCC3)CC2)cc1
  i | -7.2
> CCOC(=O)N1CCN(S(=O)(=O)c2c(C(=O)N3CCCCC3)c(C)n(C)c2C)CC1
  i | -5.5
> COCCn1c(SCC(=O)Nc2nnc(C)s2)nnc1-c1ccoc1C
  i | -8.1

Next section:
Value order – CHT PAM | OX1R antagonist
> NC(=O)c1ccc(NC(=O)CCc2nc3sc4c(c3c(=O)[nH]2)CCCC4)cc1
  i | -8.9
> CCN(CC)C(=O)CC1(c2ccccc2OC)CCOC(C(C)C)C1 (centres undefined)
  i | -19.4
> CN(CC(=O)OCC(=O)NCc1ccccc1)S(=O)(=O)c1ccc(Cl)cc1
  i | -23.9
> CC(C)c1ccc2c(c1)c(SC(C)(C)C)c(CC(C)(C)C(=O)O)n2Cc1ccc(Cl)cc1
  i | -8.7&-10.8
> CCOC(=O)Cn1cnc2sc(C(=O)OC)c(C)c2c1=O
  i | -0.2
> COc1cccc(OCC(=O)NNC(=O)C(=O)Nc2ccc(OC)cc2OC)c1
  i | -22.7
> CCC(CO)Oc1cc(NCc2cccc(C)c2)c2ncn(C(C)C)c2c1 (centres undefined)
  . | -27.8
> CC1CCN(C(=O)CSc2nnc(-c3ccccc3F)o2)CC1
  i | -17.1
> CC(=O)n1c(C=Nc2ccccc2)c(O)c2ccccc21
  i | 1.8
> Cc1cc(C)n2nc(SCc3ccc(C#N)cc3)nc2n1
  i | -2.6
> CCN(Cc1ccccc1)c1ccc(/C=N/NC(=O)c2cccc(S(=O)(=O)N3CCOCC3)c2)cc1
  i | 8.8
> O=C(Nc1ccccc1F)c1cccc(C(=O)Nc2ccccc2F)c1
  i | -26.8
> CC(=O)N(CN1C(=O)c2ccccc2C1=O)c1ccc2c(c1)oc1ccccc12
  i | -1.7
> COc1ccc(C2=NN(C(=O)CSc3nnnn3C)C(c3ccco3)C2)cc1 (centres undefined)
  . | 1.7
> O=C(O)c1cccc(-n2c(/C=C/c3ccc([N+](=O)[O-])cc3)nc3ccccc3c2=O)c1
  i | -9.1
> O=c1cc(NS(=O)(=O)c2ccccc2)nc(SCc2ccccc2Cl)[nH]1
  i | -11.7
> O=C1CCCC/C1=C/Nc1ccc2c(c1)OCO2
  i | -6.1
> COc1cc(/C=N/Nc2cccc(C)c2)ccc1OC(=O)c1cccs1
  i | -24.6
> CN1C(=O)c2cccc3c(S(=O)(=O)N4CCCC4C(=O)O)ccc1c23 (centres undefined)
  i | -6.5
> CCCN1CN(CCc2ccccc2)CNC1=S
  i | -4.6

Continued:
Value order – CHT PAM | OX1R antagonist
> CCNC(=S)NNC(=O)CSc1nc2ccccc2[nH]1
  i | -4.7
> CCN(CC)S(=O)(=O)c1ccc(F)c(C(=O)NCCC(C)C)c1
  i | -14.8
> CCOC(=O)C1(CCCc2ccccc2)CCN(C(=O)CN2C(=O)CSC2=O)CC1
  i | -20.1
> COc1ccc2c(c1)C(=C(C#N)C#N)C(=O)N2CCc1ccccc1
  i | -15.2
> Cc1c(C(=O)Nc2cccc(-c3nnc4n3CCCCC4)c2)oc2ccccc12
  i | -15.9
> Cn1c(N)c(C(=O)CSc2nnc(Cc3cccs3)n2C2CC2)c(=O)n(C)c1=O
  . | -6.2
> O=C(O)CCCCCCCCCCP(=O)(c1ccccc1)c1ccccc1
  i | -13.4
> O=C(CCc1ccccc1)NNC(=O)c1ccc(Br)cc1
  i | -19.1
> CCC(C)(C)NC(=O)c1cc(S(=O)(=O)N2CCCCC2)ccc1N1CCOCC1
  i | -44.3
> CCCN(C(=O)C1CC(=O)N(c2ccccc2C(C)CC)C1)C1CCS(=O)(=O)C1 (centres undefined)
  . | -21.9
> CCc1nnc(NC(=O)CSc2ccc(-c3ccco3)nn2)s1
  i | -19.0
> CCc1nc2ccc(C(=O)NCCCN3CCN(c4ccc(F)cc4)CC3)cc2nc1CC
  i | -16.8
> CC(NS(=O)(=O)c1ccc2c(c1)c(=O)n(C)c(=O)n2C)C(=O)NC1CCCCC1 (centres undefined)
  i | -24.2
> Cc1nn(CCOc2ccc(Br)cc2)c(C)c1[N+](=O)[O-]
  i | -22.7
> Cc1csc(=O)n1CC(=O)OCC(=O)NNC(=O)c1ccc(Cl)cc1
  . | -6.0
> O=C(NCc1cccnc1)c1cccn2c(=O)c3sccc3nc12
  7.78* | -36.6
> COc1ccc(NC(=O)c2cncc(Br)c2)cc1S(=O)(=O)N1CCCCC1
  i | -27.2
> COc1ccc(S(=O)(=O)N2CCN(C)CC2)cc1NC(=O)c1ccccc1C
  i | -7.5
> Cc1ccc([N+](=O)[O-])cc1NC(=O)c1ccc(-c2ccccc2)cc1
  i | -7.1
> CCN(C[C@H]1N[C@@](C)(C(=O)OC)[C@H]2C(=O)N(C)C(=O)[C@@H]12)C(=O)Nc1ccc(C)cc1
  . | -0.7

Ordered by the number under OX1R antagonist (falling): some entries from above.
| SMILES | OX1R antagonist |
| --- | --- |
| O=C(O)c1cccc(-n2c(/C=C/c3ccc([N+](=O)[O-])cc3)nc3ccccc3c2=O)c1 | -9.1 |
| Cc1c(C(=O)Nc2cccc(-c3nnc4n3CCCCC4)c2)oc2ccccc12 | -15.9 |
| COc1cc(/C=C2\N=C(C)OC2=O)cc(OC)c1OC | -18.6 |
| CCCN(C(=O)C1CC(=O)N(c2ccccc2C(C)CC)C1)C1CCS(=O)(=O)C1 (centres undefined) | -21.9 |

Continuation:
Value order – CHT PAM | OX1R antagonist
> CCOc1cccc(N(C(=O)Cc2cccs2)C(C(=O)NC2CCCCC2)c2cccn2C)c1 (centres undefined)
  i | 35.9
> CC(C)CC(NC(N)=O)C(=O)OCC(=O)N(Cc1ccccc1)Cc1ccccc1 (centres undefined)
  i | -29.6
> Cc1ccc(S(=O)(=O)N/N=C2\C(=O)C3(C)CCC2C3(C)C)cc1 (centres undefined)
  i | -21.1
> COc1ccc2c(C)c(CCC(=O)NC3CC3)c(=O)oc2c1
  i | -8.0
> Cn1c(C(=O)NCCc2ccccc2)cc(=O)n(C)c1=O
  i | -7.5
> COc1ccc(NC(=O)C2CCCN(S(C)(=O)=O)C2)cc1 (centres undefined)
  i | 9.1
> CCOc1c(Br)cc(C(=O)NCCCn2ccnc2)cc1OC
  i | -8.7
> O=C(Nc1ccccc1)Nc1ccc(Br)cc1F
  i | -5.1
> Cn1c(=O)c2c(nc(CN3CCN(c4ccccc4F)CC3)n2CCN2CCOCC2)n(C)c1=O
  i | -16.8
> CC(NCC(=O)Nc1cc(S(=O)(=O)N2CCCCCC2)ccc1Cl)c1ccccc1 (centres undefined)
  i | 27.3
> O=C(Nc1nc(-c2ccccn2)cs1)c1cc(Cl)ccc1[N+](=O)[O-]
  i | 23.6
> Cc1ccc(COc2ccc(S(=O)(=O)N3CCCC3)cc2C(N)=O)cc1
  i | -21.1
> Cc1ccccc1NC(=S)NCCc1ccccn1
  i | -16.4
> O=C(c1ccco1)N1CCN(c2cc(=O)n(C3CCCCC3)c(=O)[nH]2)CC1
  i | 12.3
> O=C(COC(=O)CC1CCCCC1)Nc1c(Cl)cccc1Cl
  . | -23.9
> COc1ccc2c(c1)OC[C@H]1[C@@H]2N2C(=O)[C@@H](C)NC(=O)[C@@]2(C)[C@H]1c1ccccc1
  . | -9.9
> O=C(NCC(c1ccco1)N1CCN(c2ccc(F)cc2)CC1)C(=O)NC1CC1 (centres undefined)
  i | -10.7
> O=C(Nc1ccc(N2CCOCC2)c(Cl)c1)c1ccc2c(c1)OCCO2
  i | 16.1
> CCOC(=O)CNC(=O)CSc1nnc(-c2ccccc2)n1Cc1ccco1
  i | -26.8
> CC(=O)Nc1ccc(/C(C)=N\NC(=O)c2ccc(-c3ccccc3)cc2)cc1
  i | -23.6

Going on with the list:
Value order – CHT PAM | OX1R antagonist
> CC(=O)N(C)/C=C1\Sc2ccccc2C1=O
  i | -7.6
> O=C(Cc1ccc(Br)cc1)Nc1ncc([N+](=O)[O-])s1
  i | 1.5
> CC1(C)OC(C)(C)/C(=C/Nc2ccccc2)C1=O
  i | 8.9
> Fc1ccc(-c2cc(C(F)(F)F)nc(NCC3CCCO3)n2)cc1 (centres undefined)
  i | -7.1
> COC(=O)c1cc(C(=O)OCC(=O)NC2CCCCCCC2)cc([N+](=O)[O-])c1
  . | -15.5
> O=C(Nc1nc(-c2ccc(Cl)s2)cs1)c1ccncc1
  i | 7.7
> C=CCNC(=S)NNC(=O)c1ccc(OCCCC)cc1
  i | -8.2
> O=C(CCNc1ccc(F)cc1)c1cccc([N+](=O)[O-])c1
  i | 3.5
> CCc1nc(SCc2ccc(C(=O)OC)o2)c2c(=O)n(C)c(=O)n(C)c2n1
  i | -13.4
> O=C1c2cccnc2C(Nc2ccc(Br)cc2Br)N1Cc1cccs1 (centres undefined)
  i | -16.4
> Cc1noc(C)c1S(=O)(=O)Nc1ccc(C(=O)Nc2ccc(OC(F)(F)F)cc2)cc1
  i | -21.5
> O=C(CCN1C(=O)NC2(CCCC2)C1=O)Nc1ccc(-c2nc3ccccc3s2)cc1
  . | -6.0
> COc1ccc(C(=O)NNC(=O)CSc2nnc(-c3cccnc3)n2C)cc1
  i | 8.3
> COc1ccc(OC)c(CN2CCCC(CCC(=O)N(C)CCc3ccccn3)C2)c1 (centres undefined)
  i | -29.6
> O=C(COc1coc(CN2CCN(c3ccc(F)cc3)CC2)cc1=O)Nc1ccccc1
  i | -24.4
> C[C@H](CO)N1C[C@H](C)[C@@H](CN(C)S(C)(=O)=O)Oc2c(NC(=O)Nc3ccc(C(F)(F)F)cc3)cccc2C1=O
  . | -13.9
> O=C1N/C(=C\c2ccccc2)C(O)=C1C=NCc1ccccc1
  i | -24.1
> O=C(CN(Cc1ccccc1Cl)C(=O)Cn1nnc(-c2cccs2)n1)NCC1CCCO1 (centres undefined)
  i | 7.0
> O=C(NCCCN1CCOCC1)c1cc(-c2cccc(Br)c2)nc2ccccc12
  i | -27.1
> C[C@H](NC(=O)C(c1ccccc1)c1ccccc1)c1ccccc1
  7.93* | .
> CC(NCc1nc2ccccc2n1C)C12CC3CC(CC(C3)C1)C2 (centres undefined)
  i | -28.4
> COc1ccccc1CNS(=O)(=O)c1ccc2c(c1)NC(=O)C(C)S2 (centres undefined)
  i | 4.2
> CCn1c(SCC(=O)Nc2ccc(C)cc2)nc2sc3c(c2c1=O)CCN(C)C3
  i | -33.2

Compound activity (PubChem BioAssay)
